# Bioassay records: PubChem BioAssay, National Center for Advancing Translational Sciences (NCATS)
# TDP1 block = TDP1 (human) enzyme inhibition; actives 0.28% (n = 350,000); Q9NUW8; Potency, µM (titrated, usually from 130 µM), inactives show top-dose activity change, negative = inhibition, hits mostly inhibitors; recombinant TDP1, AlphaScreen DNA substrate cleavage; note: nearly all actives have a fitted effect of over 40% in size
# Target sequence (Q9NUW8 whole entry, looked up): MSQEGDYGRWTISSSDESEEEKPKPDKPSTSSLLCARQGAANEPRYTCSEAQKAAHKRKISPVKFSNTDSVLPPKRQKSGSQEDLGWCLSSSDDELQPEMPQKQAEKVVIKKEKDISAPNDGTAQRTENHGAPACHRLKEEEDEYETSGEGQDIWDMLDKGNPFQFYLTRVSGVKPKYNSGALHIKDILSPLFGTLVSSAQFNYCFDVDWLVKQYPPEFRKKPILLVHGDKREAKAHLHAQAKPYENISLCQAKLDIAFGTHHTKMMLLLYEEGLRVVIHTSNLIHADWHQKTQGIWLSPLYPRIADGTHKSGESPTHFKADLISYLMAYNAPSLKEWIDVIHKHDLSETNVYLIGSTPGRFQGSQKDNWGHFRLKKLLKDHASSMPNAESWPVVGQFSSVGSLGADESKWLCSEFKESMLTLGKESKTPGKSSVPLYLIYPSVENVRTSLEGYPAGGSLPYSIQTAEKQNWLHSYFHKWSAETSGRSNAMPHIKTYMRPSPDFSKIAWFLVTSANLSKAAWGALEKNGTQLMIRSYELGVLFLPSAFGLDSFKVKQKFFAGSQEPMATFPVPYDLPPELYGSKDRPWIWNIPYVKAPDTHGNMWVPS
#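 Recombinant E. coli-expressed Tdp1 (1 nM) preincubated with compound 15 min at RT, then 5'-biotin/3'-phosphotyrosine-FITC DNA substrate (15 nM) added for 5 min. AlphaScreen beads (10 ug/ml) added, 10 min RT; tyrosine-FITC cleavage read as signal loss.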
# TDP1 cell noCPT = qHTS for Inhibitors of human tyrosyl-DNA phosphodiesterase 1 (TDP1): qHTS in cells in absence of CPT; DT40 Tdp1-/- hTDP1 cells, no CPT, ATP luminescence, 48 h; actives 15% (n = 420,000); Potency, µM (titrated, usually from 46.2 µM), inactives show top-dose activity change, negative = growth inhibition, actives largely listed as inhibitors; note: nearly all actives have a fitted effect of over 55% in size
#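 Growth of hTDP1-complemented DT40 Tdp1-knockout cells is measured by ATP luminescence after at least 48 hr compound exposure at 37 °C, with DMSO substituting for the 20 nM CPT used in the parallel screen.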
# N370S GC mod = inhibitors or activators of N370S glucocerebrosidase for Gaucher disease | Potency, µM (titrated, usually from 59.4 µM), for inactives: top-dose activity change, negative = inhibition, hits mostly inhibitors | P04062 | actives 0.092% (n = 330,000) | AID 2101 | N370S GC spleen homogenate, 4MU-glucoside fluorescence;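 note: 0% = full enzyme activity and -100% = no enzyme basal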
# * = called active by the depositor; ? = inconclusive; / = not tested or not shown; & = joins results of further samples; [ ] = dose if it differs, or a comment. Calls come from the whole dose curve; as a rule, active = well fitted curve in the direction sought with a large enough effect; inconclusive = small, poorly fitted or top-dose-only effect, or another doubt; inactive = no such curve, though single readings can be large; an effect the other way counts as inactive or inconclusive. Unless noted, % is set by controls: 0 for no effect and ±100 for the full control effect; potency is the fitted concentration of half-maximal effect.
SMILES,TDP1 block,TDP1 cell noCPT,N370S GC mod
O=C(CN(Cc1ccc(Cl)cc1)C(=O)CNS(=O)(=O)c1ccccc1)NCC1CCCO1 (configuration not stated),7%,-8%,-4%
Cc1cccc(NC(=O)CCN2CCCCC2)c1,6%,-1%,7%
COc1ccc(C(=O)c2c3ccc(OC)cc3[n+]([O-])n2CCCC(N)=O)cc1,-1%,-16%,-6%
CCOc1ccc(Cn2c(CNS(=O)(=O)c3ccc(CC)cc3)nc3cccnc32)cc1,7%,?,/
CC1CCCCC1NC(=O)CCC(=O)N1CCOc2ccc(Cl)cc21 (configuration not stated),0%,16%,-7%
Cc1cc(C(=O)N2CCCC(Nc3ccccc3)C2)c2ccc(F)cc2n1 (configuration not stated),3%,-2%,-11%
O=C(Cc1ccccc1)NNS(=O)(=O)c1ccc(F)cc1,6%,-28%,-23%
CC(NC(=O)COc1ccccc1)C(=O)N1CCN(c2ccc(F)cc2)CC1 (configuration not stated),2%,?,/
CN1CCc2c(sc3c2C(=O)NC(c2cn(Cc4ccccc4)c4ccccc24)N3)C1 (configuration not stated),6%,23µM*,1%
CCn1c(CN2C(=O)CSc3ccccc32)n[nH]c1=S,2%,-8%,1%
COc1ccc(N2CCN(c3ccc(NC(=O)c4ccc5c(c4)OCO5)cc3C#N)CC2)cc1,7%,-8%,2%
COc1ccc(-n2c(=O)c3ccccc3n(Cc3cccc(C)c3)c2=O)cc1,-2%,-20%,/
COc1ccc(OC)c(CCNC(=O)c2ccccc2NC(=O)C2=C(C)OCCS2)c1,9%,?,5%
CCOC(=O)C1CCN(C(=O)c2ccc3c(c2)NC(=O)/C(=C\c2cccc(C)c2)S3)CC1,-5%,18µM*,18%
CCOC(=O)c1[nH]c2c(c1Cc1ccccc1C)C(=O)CC(c1ccccc1)C2 (configuration not stated),0%,?,/
O=C(CSc1nnc(-c2cccnc2)n1-c1ccccc1)Nc1ccccc1,5%,-12%,8%
COc1ccc(NC(=O)CN(C)C(=O)c2cccc(S(=O)(=O)N3CCN(c4ccccc4)CC3)c2)cc1,0%,21µM*,-17%
CC(=O)c1ccc(NC(=O)C2CCN(c3nnc(C)c4c(C)n(-c5ccccc5)nc34)CC2)cc1,-3%,21µM*,/
COc1ccc(NC(=O)CN(C)C(=O)c2ccc(NS(=O)(=O)c3cccc([N+](=O)[O-])c3)cc2)cc1,/,-23%,?
Cc1ccccc1-c1nnc(SCCC(=O)N2CCOCC2)o1,7%,-12%,13%
CCc1ccc(CNC(=O)CN2C(=O)CCn3nc(-c4cn(C)c5ccccc45)cc32)cc1,11%,-21%,/
Cc1onc(-c2ccccc2Cl)c1C(=O)N(C)C1CCCCC1,7%,3.7µM*,3%
COc1ccc(/C=C/c2c([N+](=O)[O-])c(=O)n(C)c(=O)n2C)cc1,0%,-3%,-1%
O=C(NCc1ccc(F)cc1Cl)C1CCN(S(=O)(=O)N2CCCCC2)CC1,7%,-1%,1%
CCc1cccc(NS(=O)(=O)c2ccc3c(c2)CCC(=O)N3)c1,-2%,?,14%
CCC(C)NC(=O)CN1C(=O)c2cccnc2Oc2ccc(C)cc21 (configuration not stated),0%,-7%,/
CCOC(=O)OCC1OC(C#Cc2ccc(F)cc2F)C=CC1OC(=O)OCC (configuration not stated),5%[21 µM],/,-10%[12.8 µM]
O=C(NC1CCCCC1)C(c1ccc(F)cc1)N(Cc1ccccc1)C(=O)CN1C(=O)c2ccccc2S1(=O)=O (configuration not stated),0%,21µM*,9%
COc1ccc(C)cc1N(C)C(=O)c1c(C)oc2ncnc(N3CCOCC3)c12,4%,-6%,/
CC(C)=CCN1CCN(CCCn2cccn2)CC1CCO (configuration not stated),-3%,-7%,-24%
CCOc1ccc(CNC(=O)c2ccc(NC(=O)c3nsc4ccccc34)cc2)cc1,0%,-16%,/
COc1ccc(S(=O)(=O)NC(C)C)cc1-n1cnnn1,3%&7%,6%&-15%,4%
COc1cc2[nH]c(C(=O)Nc3ccc4c(c3)OCCO4)cc2c(OC)c1OC,7%,?,-13%
COc1ccc(CCC(=O)N/N=C\c2cccs2)cc1,6%,5%,3%
CCC(C)NCCOCCOc1ccc(Cl)c(C)c1C (configuration not stated),-6%,13µM*,-8%
NCC1O[C@@H](O[C@@H]2C(O)[C@H](O[C@H]3OC(CO)C(O)C(N)C3O)[C@@H](N)C[C@H]2N)C(N)C(O)C1O (some centres not stated),-6%[56.1 µM],/,-3%
O=C(CCN1CCCCC1)NNC(=O)C12CC3CC(CC(C3)C1)C2,2%,1%,10%
COC(=O)C1=C(N)OC2=C(C(=O)CCC2)C1c1cccs1 (configuration not stated),-1%,-19%,2%
COc1cccc(C2N(c3ccc(Cl)cc3)C(=O)C3CCCN32)c1 (configuration not stated),3%,3%,-8%
CN(Cc1ccccc1)C(=O)CCC1CCN(C(=O)CC2=CCCCC2)CC1,/,-26%,-3%
O=C(Cn1ccsc1=NC(=O)C(F)(F)F)c1ccccc1,-6%,-22%,8%
CCC(C)c1ccccc1N1CC(C(=O)N2CCN(S(=O)(=O)c3cccc([N+](=O)[O-])c3)CC2)CC1=O (configuration not stated),/,?,-26%
Cc1oc2c(C)c(O)ccc2c(=O)c1N1C(=O)c2ccccc2C1=O,-5%,0%,10%
Cn1c2c(c(=O)n(C)c1=O)C(CC(=O)Nc1ccccc1)C(=O)N2 (configuration not stated),2%,-9%,-1%
Cc1ccc(S(=O)(=O)CC(=O)Nc2nc3c(C)cc(C)cc3s2)cc1,3%,?,/
Cc1onc(-c2ccccc2Cl)c1C(=O)NNC(=O)c1ccc(F)cc1,10%,-1%,-1%
Cc1cc(=O)oc2cc(OCC(=O)NCCCN3CCCC3=O)ccc12,1%,-5%,1%
Cc1cc(C)n2nc(C(=O)N3CCN(c4ccc([N+](=O)[O-])cc4)CC3)nc2n1,6%,-11%,-10%

# 23 compounds already listed, sorted by formula weight, ascending:
SMILES,TDP1 block,TDP1 cell noCPT,N370S GC mod
COc1ccc(CCC(=O)N/N=C\c2cccs2)cc1,6%,5%,3%
COc1ccc(S(=O)(=O)NC(C)C)cc1-n1cnnn1,3%&7%,6%&-15%,4%
CCC(C)NCCOCCOc1ccc(Cl)c(C)c1C (configuration not stated),-6%,13µM*,-8%
COC(=O)C1=C(N)OC2=C(C(=O)CCC2)C1c1cccs1 (configuration not stated),-1%,-19%,2%
CC(C)=CCN1CCN(CCCn2cccn2)CC1CCO (configuration not stated),-3%,-7%,-24%
O=C(Cn1ccsc1=NC(=O)C(F)(F)F)c1ccccc1,-6%,-22%,8%
CCc1cccc(NS(=O)(=O)c2ccc3c(c2)CCC(=O)N3)c1,-2%,?,14%
O=C(CCN1CCCCC1)NNC(=O)C12CC3CC(CC(C3)C1)C2,2%,1%,10%
Cc1oc2c(C)c(O)ccc2c(=O)c1N1C(=O)c2ccccc2C1=O,-5%,0%,10%
CCC(C)NC(=O)CN1C(=O)c2cccnc2Oc2ccc(C)cc21 (configuration not stated),0%,-7%,/
COc1cccc(C2N(c3ccc(Cl)cc3)C(=O)C3CCCN32)c1 (configuration not stated),3%,3%,-8%
Cc1cc(=O)oc2cc(OCC(=O)NCCCN3CCCC3=O)ccc12,1%,-5%,1%
Cc1onc(-c2ccccc2Cl)c1C(=O)NNC(=O)c1ccc(F)cc1,10%,-1%,-1%
Cc1cc(C)n2nc(C(=O)N3CCN(c4ccc([N+](=O)[O-])cc4)CC3)nc2n1,6%,-11%,-10%
CN(Cc1ccccc1)C(=O)CCC1CCN(C(=O)CC2=CCCCC2)CC1,/,-26%,-3%
COc1cc2[nH]c(C(=O)Nc3ccc4c(c3)OCCO4)cc2c(OC)c1OC,7%,?,-13%
COc1ccc(C)cc1N(C)C(=O)c1c(C)oc2ncnc(N3CCOCC3)c12,4%,-6%,/
CCOC(=O)OCC1OC(C#Cc2ccc(F)cc2F)C=CC1OC(=O)OCC (configuration not stated),5%[21 µM],/,-10%[12.8 µM]
O=C(NCc1ccc(F)cc1Cl)C1CCN(S(=O)(=O)N2CCCCC2)CC1,7%,-1%,1%
CCOc1ccc(CNC(=O)c2ccc(NC(=O)c3nsc4ccccc34)cc2)cc1,0%,-16%,/
NCC1O[C@@H](O[C@@H]2C(O)[C@H](O[C@H]3OC(CO)C(O)C(N)C3O)[C@@H](N)C[C@H]2N)C(N)C(O)C1O (some centres not stated),-6%[56.1 µM],/,-3%
CCC(C)c1ccccc1N1CC(C(=O)N2CCN(S(=O)(=O)c3cccc([N+](=O)[O-])c3)CC2)CC1=O (configuration not stated),/,?,-26%
O=C(NC1CCCCC1)C(c1ccc(F)cc1)N(Cc1ccccc1)C(=O)CN1C(=O)c2ccccc2S1(=O)=O (configuration not stated),0%,21µM*,9%

# Later entries:
SMILES,TDP1 block,TDP1 cell noCPT,N370S GC mod
O=C(c1ccco1)N1CCC2(CC1)CN(c1ccc(-c3ccccc3)cc1)C2,/,9.2µM*,2%
O=C(Nc1cccc(S(=O)(=O)Nc2ccc(SC(F)F)cc2)c1)C1CCC1,1%,?,/
Cc1ccc(NC(=O)c2cc(=O)c3ccccc3o2)cc1S(=O)(=O)N1CCOCC1,6%,12µM*,?
COCC(C)n1c(C)cc(C(=O)COC(=O)c2ccc3c(c2)NC(=O)CS3)c1C (configuration not stated),5%,?,0%
COc1ccc2[nH]c(=O)cc(C(=O)O)c2c1,22µM*,-3%,-5%
O=C(c1cccc(C(F)(F)F)c1)N1CCCC1,7%,-9%,-14%
COc1cccc(OC)c1C(=O)Nc1ccc(S(=O)(=O)N2CCCCC2)cc1,-2%,-14%,-3%
CC(C)[C@H](NC(=O)c1ccccc1)C(=O)OCC(=O)N1CC2(C)CC1CC(C)(C)C2 (some centres not stated),6%,0%,9%
COc1nc(-c2ccccc2)ccc1-c1noc(-c2ccc(F)cc2)n1,-2%,/,6%[2.35 µM]
COc1ccccc1NC(=O)Cn1c(C)cc(C)c(C#N)c1=O,-1%,11%,/
Cc1nc(N2CCN(S(=O)(=O)c3cccc4nonc34)CC2)c2c3c(sc2n1)CCCC3,0%,16µM*,4%
COc1ccc(N2C(=O)CSC2c2cccs2)cc1 (configuration not stated),4%,?,-8%
COc1ccc(OCCCC(=O)N2CCCc3ccccc32)cc1,0%,?,-11%
O=C(NCc1ccc(N2CCCC2=O)cc1)c1cccc(Cl)c1,5%,-1%,-11%
COc1cc(OC)nc(NC2OC(=O)c3ccccc32)n1 (configuration not stated),8%,-2%,1%
O=C(NC1=NCCS1)c1ccc(OCC2CCCO2)cc1 (configuration not stated),6%,-4%,1%
O=C1C(c2ccc(F)cc2)N(Cc2ccc3c(c2)OCO3)C(=O)CN1C1CCCC1 (configuration not stated),4%,?,-3%
CCOc1ccc(NC(=O)CSC2=Nc3ccccc3C3=NC(Cc4ccccc4)C(=O)N23)cc1 (configuration not stated),-1%,?,/
O=C(Nc1ccccc1)Nc1ccc(Br)cc1F,3%,21µM*,-1%
CCOc1ccc(Cl)cc1/C=N/O,4%,-1%,-1%
CC(C)c1ccc(NCCC(=O)c2cccs2)cc1,8%,5.2µM*,4%
CCSc1ccc([C@@H]2[C@@H]3C(=O)N(CC)C(=O)[C@@H]3[C@]3(C(=O)OC)CCCN23)cc1,6%,23µM*,-1%
COc1ccc(C(=O)NC2CCCN(Cc3ccc(Cl)cc3)C2)c(OC)c1 (configuration not stated),/,12µM*,-1%
O=C(COC(=O)c1ccncc1)c1ccc(Br)cc1,2%,-4%,-14%
CCC(C)(C)NC(=O)CN(C(=O)CCC(=O)Nc1cc(C)ccn1)c1ccc2c(c1)OCCO2,0%,-9%,-14%
COC(=O)c1cc(OC)c(OC)cc1NC(=S)Nc1cc(Cl)ccc1OC,-8%,?,8%
O=Cc1cn(-c2ccccc2)nc1-c1ccccn1,0%,-17%,3%
CC1(C(=O)NCC2CC2)C=CC2(CCCCC2)N1C(=O)c1ccccc1 (configuration not stated),5%,-8%,0%&-7%

# These rows are one share of the data, so the mix of outcomes need not match the whole.
